GDH-TPI inh: GDH-TPI coupling enzyme inhibitors, primary screen, artefact control for M. tuberculosis FBA inhibitor project, biochemical, absorbance, full deck. GDH-TPI coupled enzyme counterscreen, NADH absorbance. inhibition, % at 4.8 µM. 360,000 tested, 1.2% active. AID 588335, 2011; in the data active = inhibition above about 30%;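 note: 0% = DMSO wells and 100% = wells lacking the enzyme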
SSB-PriA inh: inhibitors of Klebsiella pneumoniae PriA binding to SSB C-terminal tail, primary screen, biochemical, AlphaScreen; PriA–SSB C-terminal tail interaction (Klebsiella pneumoniae); AlphaScreen SSBct-PriA binding, biotinylated peptide; inhibition, % at 33 µM; 430,000 tested, 0.6% active; AID 1272365, 2023; in the data active = inhibition mostly above about 37%, no sharp cut-off; inactive = mostly below about 20%;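 note: plate controls were negative control peptide for no effect and reference peptide for full effect; strong numbers were not always called active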
UGM FP inh: M. tuberculosis UGM enzyme inhibitors, primary screen, biochemical, fluorescence polarization, single point | UDP-galactopyranose mutase (Mycobacterium tuberculosis (strain ATCC 25618 / H37Rv)), … | purified UGM, fluorescence polarization probe displacement | inhibition, % at 10 µM | 320,000 tested, 0.06% active; in the data active = inhibition above about 10%, passing the limit was not always enough
Target sequence (P9WIQ1 whole entry, looked up): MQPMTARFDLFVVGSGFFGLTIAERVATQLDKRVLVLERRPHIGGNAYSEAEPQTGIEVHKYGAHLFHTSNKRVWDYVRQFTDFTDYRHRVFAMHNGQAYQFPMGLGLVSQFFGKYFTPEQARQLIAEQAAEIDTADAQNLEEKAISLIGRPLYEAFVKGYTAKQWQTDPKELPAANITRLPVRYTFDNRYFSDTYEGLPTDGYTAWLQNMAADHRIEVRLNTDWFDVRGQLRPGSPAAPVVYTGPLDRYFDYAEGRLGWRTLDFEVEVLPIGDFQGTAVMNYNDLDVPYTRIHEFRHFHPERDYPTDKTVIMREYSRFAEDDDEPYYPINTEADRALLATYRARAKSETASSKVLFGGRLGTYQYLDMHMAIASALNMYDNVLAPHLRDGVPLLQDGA
Rv3671c inh: Rv3671c serine protease inhibitors, primary screen, biochemical, fluorescence polarization, M. tuberculosis H37Rv; inhibition, % at 5.96 µM; 320,000 tested, 0.048% active; in the data active = inhibition above about 38%;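 note: extracellular domain of Rv3671c used as enzyme; 0% = enzyme with DMSO and 100% = no enzyme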
Mtb BioA inh: M. tuberculosis BioA enzyme inhibitors, primary screen, biochemical, plate reader, single point, HTS. 360,000 tested, 0.096% active. 7,8-diaminopelargonic acid synthase BioA (Mycobacterium tuberculosis). inhibition, % at 9.99 µM. purified M. tuberculosis BioA enzyme; in the data active = inhibition above about 40%
DUSP3 inh: VHR1 phosphatase inhibitors, primary screen, biochemical, absorbance, uHTS | recombinant VHR phosphatase, pNPP absorbance | inhibition, % at 13.3 µM | 290,000 tested, 0.52% active | AID 1654, 2009; in the data active = inhibition above about 50%; note: some compounds called inactive have numbers as strong as hits
Target sequence (P51452 whole entry, looked up): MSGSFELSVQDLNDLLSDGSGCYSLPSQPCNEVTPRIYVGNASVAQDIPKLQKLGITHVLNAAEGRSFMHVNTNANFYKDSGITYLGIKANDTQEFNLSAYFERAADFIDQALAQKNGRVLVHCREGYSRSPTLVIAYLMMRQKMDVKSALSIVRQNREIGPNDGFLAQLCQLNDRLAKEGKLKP
SARS 3CLpro inh: SARS-CoV 3CLpro protease inhibitors, primary screen, biochemical, quenched FRET; Replicase polyprotein 1ab (Severe acute respiratory syndrome coronavirus), P0C6X7; recombinant SARS-CoV 3CLpro, quenched FRET peptide cleavage; inhibition, % at 6 µM; 290,000 tested, 0.14% active; AID 1706, 2009; in the data active = inhibition above about 12%
MazEF act: activators of E. coli MazEF toxin-antitoxin RNase, primary screen, biochemical, fluorescence, uHTS | Endoribonuclease toxin MazF (Escherichia coli (strain K12)), P0AE70 | FAM/BHQ RNA-DNA oligo cleavage fluorescence, 5 h | activation, % at 20 µM | 350,000 tested, 0.32% active | AID 504720, 2011; in the data active = activation above about 50%
Target sequence (P0AE70 whole entry, looked up): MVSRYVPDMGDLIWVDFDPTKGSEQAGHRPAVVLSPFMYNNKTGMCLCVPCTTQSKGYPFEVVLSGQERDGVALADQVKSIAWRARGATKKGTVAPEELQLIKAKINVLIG
FBA Mtb inh: Mtb FBA enzyme inhibitors, primary screen, biochemical, fluorescence, strain H37Rv. 360,000 tested, 2.3% active. inhibition, % at 1 µM. AID 588726, 2011. Fructose-bisphosphate aldolase (Mycobacterium tuberculosis (strain ATCC 25618 / H37Rv)), …. purified M. tuberculosis FBA, fluorescence read-out; in the data active = inhibition above about 27%;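 note: 0% = vehicle and 100% = reference inhibitor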
Target sequence (P9WQA3 whole entry, looked up): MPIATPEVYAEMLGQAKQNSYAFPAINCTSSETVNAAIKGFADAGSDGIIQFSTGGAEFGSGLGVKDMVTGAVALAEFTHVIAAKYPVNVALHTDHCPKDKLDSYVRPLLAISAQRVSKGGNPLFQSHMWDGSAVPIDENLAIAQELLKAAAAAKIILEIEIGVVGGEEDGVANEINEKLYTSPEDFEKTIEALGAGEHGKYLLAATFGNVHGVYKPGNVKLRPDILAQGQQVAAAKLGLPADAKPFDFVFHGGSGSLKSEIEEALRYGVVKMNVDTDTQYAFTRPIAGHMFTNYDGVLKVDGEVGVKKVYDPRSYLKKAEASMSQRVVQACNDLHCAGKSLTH
BH1578 lux ind: inducers of Vibrio cholerae quorum light production without autoinducers, primary screen, BH1578 luxS cqsA deficient, single point; V. cholerae BH1578 lux reporter, luminescence, 6 h; activation, % at 18.7 µM; 350,000 tested, 0.16% active; in the data active = activation mostly above about 9.7%, no sharp cut-off; note: not every result past the cut was called active; inactives centre near 0; reference of the scale not given here
* hit, by the source's call; i = inactive; . = not tested or not shown. These rows are one share of the data (hit frequency here may not be typical).

SMILES | GDH-TPI inh | SSB-PriA inh | UGM FP inh | Rv3671c inh | Mtb BioA inh | DUSP3 inh | SARS 3CLpro inh | MazEF act | FBA Mtb inh | BH1578 lux ind
Cc1nnc2n1N=C(c1ccc(OC(F)F)cc1)C(C)S2 (configuration not stated) | -1 | -14 | 0.3 | 5 | -1.1 | 6 | -4 | -7 | 0 | -0.3
COc1ccc(CCNS(=O)(=O)c2ccc3c(c2)NC(=O)CO3)cc1OC | 6 | -8 | 0.3 | 6 | -0.8 | 3 | -3 | -9 | -2 | -0.2
Nc1nc2nn(-c3ccccc3)nc2c(=O)[nH]1 | 14 | 7 | 0.7 | 0 | -1.0 | 4 | -3 | -5 | 199* | i
CCCCc1c(O)nc(SCC(=O)N2CCOCC2)n(-c2ccc(OC)cc2)c1=O | -5 | 1 | 0.0 | 2 | 0.8 | 23 | -5 | 8 | -5 | -2.8
O=C(Nc1ccccc1)c1cc(-n2cnnc2)ccc1Cl | 7 | -11 | 0.8 | -7 | 0.5 | 29 | 0 | 1 | 2 | i
O=C(c1cnn(C(=O)c2ccccc2)c1)c1ccccc1O | 7 | 10 | 0.2 | -4 | -1.3 | -5 | -2 | -2 | -2 | -1.1
CCCCN(C(=O)COC(=O)c1ccccc1)c1c(N)n(CCC)c(=O)[nH]c1=O | 5 | -5 | 0.6 | 0 | -1.1 | . | . | 2 | -2 | 0.8
CC(=O)OCC(=O)Nc1c(C)cc(C)cc1C | 5 | -17 | -1.4 | -7 | . | 9 | 0 | -5 | -3 | i
CCOc1ccccc1OCC(=O)NNC(=O)Cn1cnc2c1c(=O)n(C)c(=O)n2C | -3 | -5 | 1.7 | -9 | 0.5 | 37 | -3 | 14 | 4 | 1.4
Cc1ccc(S(=O)(=O)N2CCN=C2SC(C)c2ccccc2)cc1 (configuration not stated) | -19 | -24 | -0.1 | 7 | -0.1 | 34 | 4 | 4 | -6 | -0.4
CNc1nc2c(-c3ccc(Cl)cc3)nnn2c2ccccc12 | -8 | -3 | 1.6 | -5 | 0.6 | -5 | -5 | 15 | -1 | -1.0
Cc1c(Cl)cccc1NC(=S)N1CCc2ccccc2C1 | 9 | -1 | -1.5 | 1 | . | 19 | 6 | 3 | -1 | -1.0
COc1ccc(OCC(=O)O/N=C(\N)c2ccc(OC)cc2)cc1 | -9 | i | -0.8 | -1 | . | -1 | 1 | 1 | -1 | i
COc1cc(CNC(C)(C)CO)cc(Br)c1OCc1ccc(Cl)cc1Cl | 4 | -3 | 1.2 | -2 | . | -7 | 4 | 24 | -1 | i
O=C(CNS(=O)(=O)c1ccc(F)cc1)N1CCN(c2ccc(F)cc2)CC1 | 7 | -7 | -0.9 | 1 | -0.9 | 4 | 2 | 10 | -2 | i
CCC(C)NC(=O)CN1C(=O)CN=C(c2ccccc2)c2ccccc21 (configuration not stated) | -2 | -2 | -0.7 | -5 | . | -2 | 2 | -16 | 1 | -0.1
COc1ccccc1NC(=O)c1ccc(NC(=O)COC(=O)c2ccc(O)cc2)cc1 | -6 | -11 | -0.6 | -31 | -0.6 | . | . | 2 | 0 | -2.0
O=C(O)CCCNC(=O)Nc1ccccc1 | -3 | -7 | 2.0 | 7 | -0.7 | -3 | -5 | -1 | -1 | i
Cc1nc2cc(C(=O)O)ccc2n1C1CCCCC1 | 5 | 5 | -0.7 | 2 | 2.0 | 22 | -1 | 11 | -3 | i
C[C@]12CC[C@H](O)CC1=CC[C@@H]1[C@@H]2CC[C@]2(C)C(=O)CC[C@@H]12 | 3 | -5 | -4.0 | -1 | 6.0 | . | . | -5 | 0 | -0.2
COc1cc(C2c3c(oc4c(C)cc(C)cc4c3=O)C(=O)N2Cc2cccnc2)ccc1O (configuration not stated) | 18 | -9 | -2.5 | 0 | 1.8 | . | 2 | 12 | 0 | -0.2
NS(=O)(=O)c1ccc(NC(=O)Nc2ccc(S(N)(=O)=O)cc2)cc1 | 3 | -11 | -1.1 | -10 | -1.3 | 6 | -3 | -4 | 3 | -0.3
CCC(c1nnnn1Cc1ccccc1)N1CCN(C(=O)c2ccco2)CC1 (configuration not stated) | -5 | -13 | -0.7 | 4 | 8.0 | -2 | 9 | -2 | 2 | -0.4
OC[C@@H]1CN(Cc2ccc(F)cc2)C[C@H](n2cnc3c(N4CCN(c5ccccc5)CC4)ncnc32)O1 | -10 | . | . | . | -0.3 | . | . | . | -1 | -0.3
Cc1ccsc1C(=O)N1CC(=O)Nc2ccccc21 | 4 | 2 | 0.5 | -3 | 0.5 | -10 | -6 | -10 | -2 | 12
(next part)
SMILES | GDH-TPI inh | SSB-PriA inh | UGM FP inh | Rv3671c inh | Mtb BioA inh | DUSP3 inh | SARS 3CLpro inh | MazEF act | FBA Mtb inh | BH1578 lux ind
O=C(CNC(=O)c1ccc(F)cc1)c1ccccc1 | -14 | -12 | -0.4 | -4 | 3.6 | 21 | 5 | 4 | 1 | 0.5
O=C(CSc1ccccc1)NC1=NCCS1 | 0 | 3 | 1.2 | -8 | . | 6 | 0 | 5 | 2 | -0.2
Cc1ccc(-c2cn(CCC(=O)O)c(-c3ccc(Cl)nc3)n2)cc1 | -4 | 0 | -0.2 | 1 | 1.8 | . | . | 11 | 4 | 0.8
CCOC(=O)C1CCCN(c2cc(NCCCO)c([N+](=O)[O-])c3nonc23)C1 (configuration not stated) | . | . | 3.0 | -8 | . | -4 | 6 | . | . | .
O=C1CC(N2CCSCC2)C(=O)N1c1cccc(Br)c1 (configuration not stated) | -3 | -1 | -0.8 | 5 | -1.7 | 20 | 2 | 1 | 2 | i
Cc1nc([N+](=O)[O-])cn1Cc1cccc([N+](=O)[O-])c1 | 0 | -9 | -0.8 | -10 | . | 22 | 0 | 2 | -1 | -0.4
O=C(NCCCN1CCOCC1)C1Cc2c(ccc3ccccc23)O1 (configuration not stated) | 4 | -1 | -4.1 | 1 | -2.0 | 27 | -2 | 1 | 6 | i
O=C(CCC1CCCCC1)Nc1nnc(C(F)(F)F)s1 | 4 | 2 | . | . | -0.8 | 13 | 0 | 7 | 3 | -1.3
CCCN(CCC)C(C)C(=O)NCC1(c2ccccc2)CCCC1 (configuration not stated) | -1 | -22 | -0.4 | -1 | . | 21 | 1 | -7 | 4 | -0.1
Cc1cc(C)c2nc(SCC(=O)N3CC(=O)Nc4ccccc43)c(C#N)cc2c1 | 15 | -12 | 0.5 | -50 | . | 3 | 5 | -23 | 2 | 0.3
CC(Sc1nncn1-c1ccccc1)C(=O)Nc1cccc([N+](=O)[O-])c1 (configuration not stated) | 15 | 11 | -2.0 | -4 | . | -1 | 1 | 1 | 1 | -0.2
Cc1ccc(N=C(NOCc2ccc(Cl)cc2Cl)c2nonc2N)c(C)c1 | -7 | -53 | 3.2 | -25 | . | 22 | 3 | -9 | -2 | -7.1
O=C(N/N=C/c1cccs1)c1cncc(Br)c1 | 12 | . | 1.8 | 1 | . | 26 | 5 | -1 | -4 | -0.4
O=C(/C=C/Nc1ccccc1F)c1ccc(Br)cc1 | 11 | 2 | -0.4 | -2 | . | -4 | 2 | 2 | 0 | -1.9
Nc1nc(C23CC4CC(CC(C4)C2)C3)[nH]c(=O)n1 | -9 | 5 | -2.2 | -3 | 0.5 | -3 | 1 | 4 | -3 | -0.6
CCNc1nc(Cl)nc(NC2CCCCC2)n1 | -5 | -27 | 1.1 | 1 | -2.7 | 19 | 2 | 3 | 1 | i
COc1ccc2c(c1)nc(SCC(O)c1ccccc1)n2C (configuration not stated) | 3 | -12 | -1.2 | 1 | . | 0 | 0 | -19 | 10 | -0.3
Cc1ccc(CNC(=O)CN(c2cccc([N+](=O)[O-])c2)S(=O)(=O)c2ccccc2)cc1 | -9 | 6 | 0.1 | -6 | -1.1 | 8 | 4 | -2 | 1 | -0.9
CCn1c(SCC(=O)Nc2cc(C)on2)nnc1-c1cccnc1 | -6 | 6 | 0.0 | 5 | . | 25 | -3 | 1 | -1 | -0.9
CCn1c(CSCc2ccc(Cl)cc2)n[nH]c1=S | 4 | 0 | 1.8 | -6 | . | 11 | 3 | 3 | 4 | i
COc1ccc(C)cc1NC(=O)C/C(C)=N/NC(=O)Cc1cccc2ccccc12 | 1 | . | 3.2 | -25 | 6.0 | -26 | 1 | 1 | -5 | -0.3
CN(C(=O)Nc1ccccc1)C1CCCc2ccccc21 (configuration not stated) | 14 | 6 | -1.2 | -1 | -0.4 | -35 | 0 | 2 | -2 | -3.1
Cc1cc(C[n+]2cc(Cl)ccc2N)c2ncccc2c1 | -4 | -7 | -0.9 | -6 | 1.8 | 1 | -1 | -2 | 2 | -0.2
O=c1cc2c(nn1Cc1ccccc1)-c1ccccc1CC2 | -3 | 2 | -0.3 | 4 | . | 20 | -6 | 4 | 2 | 1.4
O=C(CN1CCN(c2ccc(F)cc2)CC1)Nc1ccccc1Br | -3 | -10 | 0.8 | 5 | 0.4 | 14 | -1 | 13 | -7 | -1.2

An excerpt from above, showing only UGM FP inh:
Compound | UGM FP inh
CCn1c(SCC(=O)Nc2cc(C)on2)nnc1-c1cccnc1 | 0.0
CCn1c(CSCc2ccc(Cl)cc2)n[nH]c1=S | 1.8
COc1ccc(C)cc1NC(=O)C/C(C)=N/NC(=O)Cc1cccc2ccccc12 | 3.2

Later entries.
SMILES | GDH-TPI inh | SSB-PriA inh | UGM FP inh | Rv3671c inh | Mtb BioA inh | DUSP3 inh | SARS 3CLpro inh | MazEF act | FBA Mtb inh | BH1578 lux ind
Cc1cccc(-n2nnc3c(=O)n(Cc4ccccn4)cnc32)c1 | -3 | -3 | 0.1 | 0 | . | -13 | 5 | 3 | 0 | 0.2
N#CC1=C(S)N(c2ccccc2)C(c2ccc(-c3ccccc3Cl)o2)NC1=O (configuration not stated) | 6 | 10 | 0.0 | 2 | . | -13 | 5 | 5 | 5 | -0.3
COCc1cc(CN2CCN(Cc3ccsc3)C(CCO)C2)ccc1OC (configuration not stated) | 0 | -17 | -0.3 | 7 | . | 0 | 3 | 6 | -2 | i
CN(c1ccc([N+](=O)[O-])cc1/C=N/NC(=O)COc1ccccc1)C1CCCCC1 | 4 | . | 0.0 | -4 | 0.2 | 2 | -1 | -6 | 4 | 0.1
O=C1NC(=O)C(Cc2ccccc2)(Cc2ccccc2)C(=O)N1 | 6 | 5 | . | . | . | . | . | -9 | 1 | -0.8
Clc1ccc(OCCCN2CCCCC2)c(Br)c1 | 9 | 8 | 0.6 | -8 | -0.2 | 7 | 6 | 2 | 2 | 8.3
CCc1ccc2nc(NC(=O)CCCc3cccs3)sc2c1 | -4 | 2 | 0.1 | 1 | -1.5 | 10 | 4 | -10 | 2 | -0.1
O=C(Nc1ccccc1)Nc1ccc2ncoc2c1 | 21 | -8 | -0.4 | 0 | . | 12 | 4 | -18 | 3 | -1.6
O=C(CCCN1C(=O)c2cccc3cccc(c23)C1=O)N1CCN(c2ccccc2)CC1 | 17 | 4 | 3.3 | 3 | . | 12 | -3 | 2 | 8 | -0.3

Retrieved by compound from the list above:
SMILES | GDH-TPI inh | SSB-PriA inh | UGM FP inh | Rv3671c inh | Mtb BioA inh | DUSP3 inh | SARS 3CLpro inh | MazEF act | FBA Mtb inh | BH1578 lux ind
CCOc1ccccc1OCC(=O)NNC(=O)Cn1cnc2c1c(=O)n(C)c(=O)n2C | -3 | -5 | 1.7 | -9 | 0.5 | 37 | -3 | 14 | 4 | 1.4
O=C(N/N=C/c1cccs1)c1cncc(Br)c1 | 12 | . | 1.8 | 1 | . | 26 | 5 | -1 | -4 | -0.4

Assay outcomes (PubChem BioAssay)
